Screens: PubChem BioAssay, Broad Institute
DENV2 CPE rescue: inhibitors of DENV2 cytopathic effect; CPE inhibition, % at 9.99 µM; DENV2-infected cells, cytopathic effect rescue, plate reader; actives 1.7% (n = 350,000); in the data active means CPE inhibition above about 20%, passing the limit was not always enough; inconclusive means no clear call, values can overlap the other calls; tested in BHK-21 cells;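 further: 0% = median of neutral control wells and 100% = median of positive control wells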
miR-122 sensor: blocks miR-122 activity in Huh7 sensor cells; activation (reporter increase), % at 12.5 µM; actives 0.3% (n = 340,000); Huh7 miR-122 Renilla luciferase sensor, 48 h; neutral wells = 0, positive control = 100; AID 602342;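 active means mean replicate activation score at least 90 and every replicate individually at or above 90; inconclusive means only one of the two criteria met; inactive means neither criterion met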;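 further: higher luciferase means less miR-122 activity so hits act as miR-122 inhibitors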
CASP6 VEID inh: inhibitors of human caspase-6. P55212. purified caspase-6, Z-VEID-R110 cleavage fluorescence. inhibition, % at 12.5 µM. actives 0.53% (n = 350,000). AID 686996;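 active means mean inhibition across replicates at least about 35%, with every replicate also reaching that limit, limit read from the data; inconclusive means only one of the two criteria met; inactive means neither criterion met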;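 further: 0% = median of neutral control wells and 100% = no fluorescence left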
Target sequence (P55212 24-179 limits assumed): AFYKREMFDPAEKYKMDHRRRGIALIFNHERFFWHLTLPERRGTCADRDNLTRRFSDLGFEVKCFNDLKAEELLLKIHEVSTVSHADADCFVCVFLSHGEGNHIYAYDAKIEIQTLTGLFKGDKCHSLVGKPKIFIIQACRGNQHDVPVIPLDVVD
Target sequence (P55212 194-293 limits assumed): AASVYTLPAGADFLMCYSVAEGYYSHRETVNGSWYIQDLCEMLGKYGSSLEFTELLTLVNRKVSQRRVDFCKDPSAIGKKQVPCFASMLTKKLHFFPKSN
ERp5 inh: blocks human ERp5 reductase activity on insulin; Q15084; ERp5 insulin aggregation, absorbance 650 nm, 90 min; inhibition, % at 9.99 µM; actives 0.05% (n = 350,000);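 active means mean replicate inhibition above about 25%, with every replicate also reaching it, limit read from the data, passing the limit was not always enough; inconclusive means only one of those two criteria met; inactive means neither criterion met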
Target sequence (Q15084 whole entry, looked up): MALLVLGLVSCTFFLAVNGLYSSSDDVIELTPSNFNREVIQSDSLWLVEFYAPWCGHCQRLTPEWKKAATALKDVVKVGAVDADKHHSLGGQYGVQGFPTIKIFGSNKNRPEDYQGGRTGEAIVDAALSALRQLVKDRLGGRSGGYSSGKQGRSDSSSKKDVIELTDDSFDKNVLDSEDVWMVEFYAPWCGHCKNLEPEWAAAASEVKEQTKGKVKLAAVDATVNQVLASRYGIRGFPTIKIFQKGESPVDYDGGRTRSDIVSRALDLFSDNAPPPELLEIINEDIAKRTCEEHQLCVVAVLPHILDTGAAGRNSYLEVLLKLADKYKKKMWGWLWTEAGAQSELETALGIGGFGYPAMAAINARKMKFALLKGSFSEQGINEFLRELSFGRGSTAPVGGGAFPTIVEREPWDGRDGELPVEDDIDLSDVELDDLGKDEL
ERAP1 HTS inh: inhibitors of human ERAP1 aminopeptidase; inhibition, % at 10.7 µM; AID 652197; Q9NZ08; recombinant ERAP1, Leu-AMC fluorescence, 60 min; actives 0.15% (n = 340,000);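 active means mean replicate inhibition of at least 30%, or all replicates individually reaching that 30% level; inactive means mean below 30% and not every replicate reaching it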;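 further: 0% = neutral control wells and 100% = L-leucinethiol positive control wells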
F508del corr: CFTR F508del correction in bronchial cells; activity (quench increase), % at 7.58 µM; CFBE cells, YFP halide quenching; stimulated with forskolin plus potentiator P3; % fluorescence drop versus neutral controls; actives 0.36% (n = 350,000);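 active means mean added fluorescence quench of at least 8% versus neutral control, with both replicates also reaching 8%; inconclusive means only one of the mean or replicate conditions met; inactive means mean below 8% and not both replicates reaching 8%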;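 further: cells transiently co-express mutant CFTR-F508del with the halide-sensitive YFP; corrector assay measuring rescue of mutant channel to the surface after 24 h compound exposure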
SIRT5 block: blocks human SIRT5 desuccinylation of peptide | Q9NXA8 | Purified SirT5, succinyl-peptide AMC, trypsin-coupled fluorescence | inhibition, % at 15 µM | actives 1.1% (n = 330,000) | AID 652115; in the data active means inhibition above about 15%; inconclusive means no clear call, values can overlap the other calls
Target sequence (Q9NXA8 whole entry, looked up): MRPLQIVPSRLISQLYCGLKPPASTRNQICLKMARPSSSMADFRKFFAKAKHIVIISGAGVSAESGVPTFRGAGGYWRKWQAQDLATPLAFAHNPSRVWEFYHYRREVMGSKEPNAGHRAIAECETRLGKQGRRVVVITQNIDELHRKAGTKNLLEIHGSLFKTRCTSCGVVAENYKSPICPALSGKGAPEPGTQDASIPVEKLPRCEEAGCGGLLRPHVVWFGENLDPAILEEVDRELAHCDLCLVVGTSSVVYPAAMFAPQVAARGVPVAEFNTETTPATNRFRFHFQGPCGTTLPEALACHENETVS
* marks the source's active call; other numbers are inactive results; u = inconclusive; x = not tested or not shown; & = joins results of further samples; ! = not active in a repeat; [ ] = dose if it differs, or a comment. No enrichment for hits; 4% or so of the library scored in one or more.

DENV2 CPE rescue	miR-122 sensor	CASP6 VEID inh	ERp5 inh	ERAP1 HTS inh	F508del corr	SIRT5 block	mol
1	x	0	2	-1	1.5	0	O=C(O)Cc1sc(Nc2cccc3ccccc23)nc1-c1ccc(Cl)cc1
2	3	-2	2	x	-1.1	8	COc1ccc(C2C3=C(CC(C)(C)CC3=O)Nc3nc(C)nn32)cc1OC (stereo not given)
0	x	-2	0	-1	-1.4	5	CO[C@H]1CN(C)C(=O)c2cc(NC(C)=O)ccc2OC[C@@H](C)N(C(=O)C2CCCCC2)C[C@H]1C
18	-6	1	-3	3	-0.2	1	Cc1cc(-n2c(C)cc(C(=O)COc3cc(F)ccc3[N+](=O)[O-])c2C)no1
u	-4	-5	-2	8	-1.3	6	CCc1nnc(NC(=O)c2ncc(Cl)c(Cl)c2Cl)s1
0	x	-4	0	-2	-1.0	3	O=C1C=C(N2CCOCC2)CO1
1	x	-2	-1	x	0.0	x	COc1ccc(NC(=O)CSc2nc(C)cs2)cc1
-5	12[16.7 µM]	-2	-3	2	1.5	3	COCC(=O)N1[C@H](CO)[C@@H]2c3ccccc3N(C(=O)Nc3ccccc3Cl)C[C@@H]21
1	0	-1	0	1	-1.5	3	CCOc1ccc(/C(O)=C2/C(=O)C(=O)N(CCCN3CCOCC3)C2c2ccc(F)cc2)cc1C (stereo not given)
5	-2	x	-7	-2	-3.7	x	CCN1C(=NCc2ccco2)N[C@@H](c2cccc(F)c2)C(C(=O)OC)=C1C
-6	4	3	1	-1	1.2	-2	Cc1cccc2[nH]c(SCC(=O)N3CCOCC3)nc12
u	x	-2	2	-2	-0.4	x	COc1cccc(/C=C2\SC(=S)N(c3cccnc3)C2=O)c1OC
-1	5[16.7 µM]	x	x	x	0.7	x	CCCNC(=O)C[C@@H]1C[C@H]2c3cc(NS(=O)(=O)c4ccc(OC)cc4)ccc3O[C@H]2[C@@H](CO)O1
-9	7[16.7 µM]	-2	1	1	-0.8	2	Cc1ccc(S(=O)(=O)N(C)C[C@H]2OCCCC[C@H](C)Oc3ccc(NC(=O)Cc4ccccc4)cc3C(=O)N([C@@H](C)CO)C[C@H]2C)cc1
4	-10[16.7 µM]	-6	2	4	0.5	5	C[C@@H]1CN([C@H](C)CO)C(=O)c2cc(NC(=O)NC3CCCCC3)ccc2O[C@H]1CN(C)C
-7	-1[16.7 µM]	-3	0	-3	0.9	2	C[C@@H]1CCCCO[C@H](CN(C)Cc2ccncc2)[C@@H](C)CN([C@@H](C)CO)C(=O)c2cc(NC(=O)c3ccccc3)ccc2O1
-16	u	-1	0	-3	x	2	C[C@@H]1CN([C@@H](C)CO)S(=O)(=O)c2ccc(C#CCN(C)C)cc2O[C@@H]1CN(C)Cc1ccc2c(c1)OCO2
-9	x	1	7	4	-2.3	-2	CO[C@H]1CN(C)C(=O)c2ccc(NC(=O)NC(C)C)cc2OC[C@H](C)N(C(=O)C2CCC2)C[C@@H]1C
1	5	1	4	x	-1.5	-3	O=c1[nH]c(CSc2ncnc3sc(-c4ccccc4)cc23)nc2ccccc12
-5	x	0	-7	-5	-0.7	-3	Cc1ccc(CC(=O)Nc2ccc(C(=O)N3CCOCC3)cc2)cc1
-5	-4	-1	4	-2	1.7	1	CCN(c1ccccc1)S(=O)(=O)c1ccc(Cl)c(C(=O)Nc2ccncc2)c1
2	2[16.7 µM]	-1	2	1	-0.4	0	C[C@@H]1CN([C@H](C)CO)C(=O)c2cc(NC(=O)Nc3ccc(F)cc3)ccc2O[C@@H](C)CCCCO[C@@H]1CN(C)S(=O)(=O)c1cn(C)cn1
-2	x	-1	-2	0	6.2	2	CCCCCCC1CC(=O)NC(=S)N1 (stereo not given)
x	-2[16.7 µM]	-1	7	1	-2.5	-24	O=C(NCC1CC1)[C@H]1[C@H](CO)[C@H]2Cn3c(ccc(-c4ccccc4)c3=O)[C@@H]1N2C(=O)C1CC1
2	-1	0	2	-7	x	0	Cc1cc(C)n2c(SCC(C)C)nnc2n1
u	-1	1	1	-3	1.3	1	COc1ccc(-c2nnc(NC(=O)c3c(OC)cccc3OC)s2)cc1
9	4	0	-4	x	-0.5	-1	CNc1cc(Cl)nc(SC)n1
14	-9	-19	1	1	-0.7	-1	CCc1ccc(NC(=O)[C@H](C)NC(=O)C2CCN(C(=O)[C@@H](N)CC(C)C)CC2)cc1
-5	x	1	1	-2	-0.7	2	O=C(Nc1ccc(F)cc1)C1CCN(C(=O)c2ccc([N+](=O)[O-])cc2)CC1
-2	63	-1	-1	-2	1.5	2	CCN(CC)c1ccc(/C=C2\CCC(/C=C(/C#N)C(=O)Nc3ccccc3F)=C2N2CCOCC2)cc1
16	12[16.7 µM]	2	-3	3	2.9	4	C[C@H]1CN([C@@H](C)CO)C(=O)c2cccc(NC(=O)C3CCCCC3)c2O[C@H]1CN(C)Cc1ccc(C(=O)Nc2ccccc2N)cc1
12	0	5	1	-2	-0.3	-7	COc1cc2c(cc1OC)CN(CC(=O)Nc1cccc([N+](=O)[O-])c1)CC2
3	7[16.7 µM]	-3	8	-1	-2.4&0.0	1	Cc1noc(C)c1NC(=O)Nc1ccc2c(c1)C(=O)N([C@H](C)CO)C[C@H](C)[C@@H](CN(C)C(=O)Nc1ccccc1)O2
-6	11	-2	-2	3	6.3	-1	Clc1ccc2nc(-c3ccc4c(c3)OCO4)cn2c1
0	-2	1	2	2	-0.1	0	Cc1nnc(SCC(=O)N2CCC(c3noc4ccc(F)cc34)CC2)s1
7&4	x	1&20	4&7	2&2	-9.8&-13	21*!	O=C(Nc1ccc(C(F)(F)F)cc1)N1C[C@@H]2N[C@H](C1)C2c1ccc(-c2ccccc2)cc1 (stereo not given in full)
x	3	-3	-4	-2	-1.3	18*	CCN1CCN(C(=O)/C(C#N)=C/c2ccc(OC(F)F)cc2)CC1
10	-4	x	1	2	-0.1	-3	COc1cccc(C(=O)COC(=O)CCC(=O)c2ccccc2)c1
-1	-1[16.7 µM]	-2	-13	-1	4.5	5	Cc1cccc(CN(C)C[C@@H]2Oc3ncc(-c4cccc(C(F)(F)F)c4)cc3C(=O)N([C@H](C)CO)C[C@@H]2C)c1
-9	-6	1	-5	6	-3.4	x	Cc1c(OCC(=O)NCC2CCC(C(=O)O)CC2)ccc2c(-c3ccccc3)cc(=O)oc12 (stereo not given)
8	x	1	-1	2	1.3	1	N#C/C(=C\c1ccc([N+](=O)[O-])cc1)C(=O)Nc1ccccc1O
-3	0[16.7 µM]	0	5	-4	-0.4	-3	O=C(C[C@H]1C[C@@H]2c3cc(NC(=O)Nc4ccccc4)ccc3O[C@@H]2[C@@H](CO)O1)NCc1cccc(F)c1
-1	x	1	5	-4	3.0	-3	Brc1cccc(CSc2nnc(-c3ccncc3)o2)c1
-9	x	5	2	3	2.0	-7	C(#CCN1CCCC1)CC(c1ccccc1)c1ccccc1
u	-3	-6	-2	9	-1.1	-8	S=C(NCCCN1CCOCC1)N1CCN(c2nc(-c3ccccc3)cs2)CC1
18	-13	-2	0	3	0.6	5	Cc1ccccc1CN1CCN(C(=O)c2ccco2)CC1
3	-1	-2	2	-2	-0.7	4	COc1ccc(-c2c(C)nn(-c3ccccc3)c2NC(C)=O)cc1OC
4	-6	0	4	-1	-2.3	28*	Cc1ccc(C(=O)NCCC(=O)N2CCC3(CC2)NCCc2[nH]cnc23)cc1C
9	-1[16.7 µM]	0	3	6	2.9	2	C[C@@H]1CN([C@@H](C)CO)C(=O)c2cc(NC(=O)Nc3cccc4ccccc34)ccc2O[C@@H]1CN(C)S(=O)(=O)c1cn(C)cn1
-14	25[16.7 µM]	3	2	-5	4.4	9	CC(C)CC#Cc1cnc2c(c1)C(=O)N([C@H](C)CO)C[C@H](C)[C@@H](CN(C)Cc1cccc(F)c1)O2
-1	x	21	2	-2	1.9	-3	OC(COc1ccc(CNCc2cccnc2)cc1)CN1CCc2ccccc2C1 (stereo not given)
3	2[16.7 µM]	3	-7	1	-0.2	-3	O=C(C[C@H]1C[C@H]2c3cc(NS(=O)(=O)c4ccccc4)ccc3O[C@H]2[C@@H](CO)O1)NC1CCCC1
7	x	-4	-2	4	-3.3	-4	Cc1ccc(-c2nnc(NC(=O)CCS(=O)(=O)c3ccc(F)cc3)o2)c(C)c1
-2	-6	-1	3	-4	-2.0	-2	CC(=O)c1ccc(NC(=O)Nc2ccncc2)cc1
-12	x	2	6	-1	2.8	x	COc1ccccc1CNC(=O)c1ccc(Br)o1
3	x	-2	-6	0	-1.1	-1	COCC(=O)N(C)C[C@H]1Oc2ncc(-c3ccccc3F)cc2C(=O)N([C@H](C)CO)C[C@H]1C
u	-1	0	1	6	-0.1	2	Cc1ccc2c(CN3CCC(C(N)=O)CC3)cc(=O)oc2c1C
6	x	37*	2	3	-2.0	4	O=C(N/N=C/C=C\c1ccco1)c1ccccn1
5	-2	0	1	-1	-1.3	2	COc1ccc(NC(=O)c2scc(S(=O)(=O)C(C)C)c2N)cc1
-5	x	-1	8	3	x	0	Cc1ccc2c(c1)C(=NC1CCCCC1)c1cc3ccccc3nc1-2

Next section
DENV2 CPE rescue	miR-122 sensor	CASP6 VEID inh	ERp5 inh	ERAP1 HTS inh	F508del corr	SIRT5 block	mol
4	-29[16.7 µM]	-5	0	-4	-6.1	0	O=C(NC[C@H]1[C@@H](c2ccccc2)[C@@H](CO)N1CC1CCCC1)C1CC1
2	4	0	-2	-2	-1.5	-1	COc1ccc(CCNc2ncnc3cc(OC)c(OC)cc23)cc1OC
3	x	-5	3	-3	1.0	x	CCCCCCCCN1C(=O)[C@@H](CC(=O)NCCCOCCCC)C[C@@]2(C(=O)OC)C1=C[C@H](C1CCCC1)O[C@@H]2C
1	x	-1	-3	4	-1.6	-5	NC(=O)Nc1ccc(C(=O)OCC(=O)Nc2sccc2C(N)=O)cc1
-2	x	-1	8	3	3.9	-3	Cc1ccsc1C(=O)NCCc1c[nH]c2ccccc12
-6&2	-6[16.7 µM]	5&0	-90&-1	0&1	0.1&-0.2	1&-1	CCCN(C)C[C@@H]1Oc2ncc(-c3ccccc3)cc2C(=O)N([C@H](C)CO)C[C@@H]1C
1	1	0	-4	-2	-0.7	-3	COc1ccccc1C(=O)NS(=O)(=O)c1ccc(C)cc1
10	-2	3	-10	-4	2.4	-3	CCCCN1CCN=C1N(C)C
2	18	0	0	1	1.5	-5	Cc1cc(C)cc(NC(=O)CCC(=O)N2CCSc3ccccc32)c1
-3	-21[16.7 µM]	-1	-4	1	7.8	1	O=C(C[C@@H]1CC[C@H](NC(=O)c2ccccc2)[C@@H](CO)O1)Nc1ccc(-c2ccccc2)cc1
0	x	0	-2	8	-1.2	3	C/C=C/c1ccc2c(c1)O[C@@H](CN(C)C(=O)C1CCCCC1)[C@@H](C)CN([C@H](C)CO)S2(=O)=O
5	1	-3	0	1	1.1	2	COc1cc(C2/C(=C(/O)c3ccc(OCC(C)C)cc3)C(=O)C(=O)N2CCN(C)C)ccc1O (stereo not given)
1	x	6	-1	1	-1.4	1	CC(=O)C1=C(O)C(=O)N(Cc2ccccc2)C1c1ccc([N+](=O)[O-])cc1 (stereo not given)
3	-8	2	2	1	-0.6	-3	CCCCN(C(=O)c1cccc(N2C(=O)c3ccccc3C2=O)c1)c1c(N)n(CCCC)c(=O)[nH]c1=O
-8	x	x	3	-3	-2.1	x	COc1ccc2c3c(n(C)c2c1)[C@H](CO)N(Cc1ccc2c(c1)OCO2)CC31CCN(C)CC1

An excerpt from above, reduced to SIRT5 block, ERAP1 HTS inh and CASP6 VEID inh:
SMILES	SIRT5 block	ERAP1 HTS inh	CASP6 VEID inh
O=C(NC[C@H]1[C@@H](c2ccccc2)[C@@H](CO)N1CC1CCCC1)C1CC1	0	-4	-5
COc1ccc(CCNc2ncnc3cc(OC)c(OC)cc23)cc1OC	-1	-2	0
CCCCCCCCN1C(=O)[C@@H](CC(=O)NCCCOCCCC)C[C@@]2(C(=O)OC)C1=C[C@H](C1CCCC1)O[C@@H]2C	x	-3	-5
NC(=O)Nc1ccc(C(=O)OCC(=O)Nc2sccc2C(N)=O)cc1	-5	4	-1
